# Screening results deposited in PubChem by Southern Research Specialized Biocontainment Screening Center.
# M. tuberculosis HTS – M. tuberculosis growth inhibition, HTS (AID 449762) | inhibition, % at 25 µM; hits with a dose series show IC50 in µM | hit rate 0.59% among 330,000 | M. tuberculosis H37Rv growth inhibition, 7H9 media; higher % means a stronger effect; in the data active = a potency from the dose series; inconclusive = inhibition above about 70% without an active follow-up result;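 note: bacterial growth assessed after seven days of incubation; strong numbers were not always called active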
# H1N1 NS1A inhibition – H1N1 influenza NS1A inhibitors, functional cell based assay (AID 504329) | NS1A functional cell-based assay, percent inhibition; higher % means a stronger effect | inhibition, % at 12.5 µM, or IC50 in µM where a hit was titrated | hit rate 0.3% among 340,000; in the data active = a potency from the dose series; inconclusive = inhibition above about 27% without an active follow-up result; note: strong numbers were not always called active
# tuberculosis growth – growth inhibition of non-replicating M. tuberculosis (AID 488890); Mycobacterium tuberculosis non-replicating, growth inhibition; higher % means a stronger effect; inhibition, % at 25 µM; hits with a dose series show IC50 in µM; hit rate 0.39% among 320,000; in the data active = a potency from the dose series; inconclusive = inhibition mostly from about 82% at the one dose, without a potency; inactive = the rest, 99 in 100 with inhibition below about 76%;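 note: plate controls were DMSO cells for no effect and high antibiotic wells for full effect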
# inhibitors of VEEV – inhibitors of VEEV TC-83 cytopathic effect, confirmation, Vero cells (AID 588727); Vero cells, VEEV TC-83 cytopathic effect inhibition; higher % means a stronger effect; inhibition, % at 20 µM; hits with a dose series show IC50 in µM; hit rate 0.13% among 350,000; in the data active = a potency from the dose series; inconclusive = inhibition mostly from about 14% at the one dose, without a potency; inactive = the rest, 99 in 100 with inhibition below about 12%; note: strong numbers were not always called active
# Salmonella PhoP GFP – Inhibition of PhoP regulon, Salmonella typhi GFP reporter cells, confirmation, 4 h (AID 1850); Salmonella Typhi PhoP-promoter GFP reporter, fluorescence, 4 h; higher % means a stronger effect; one-dose inhibition, % at 50 µM; IC50 in µM for titrated hits; hit rate 0.33% among 310,000; in the data active = a potency from the dose series; inconclusive = inhibition mostly from about 25% at the one dose, without a potency; inactive = the rest, 99 in 100 with inhibition below about 19%;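 note: 0% = induced wells with vehicle and 100% = uninduced wells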
# inhibitors of VEEV 10K pilot screen – also measured in inhibitors of VEEV; calls as there; inhibition, %; measured here: 10K pilot screen inhibition
# * = called active by the depositor; i = inactive; ? = inconclusive; . = not tested or not shown. No enrichment for hits; any-hit rate near 1.6%.
SMILES,M. tuberculosis HTS,H1N1 NS1A inhibition,tuberculosis growth,inhibitors of VEEV,Salmonella PhoP GFP,others
CCOC(=O)N1CCN(c2c(N3CCN(c4cccc(C(F)(F)F)c4)CC3)c(=O)c2=O)CC1,-2.9%,-2.4%,2.3%,0.5%,-2.6%,
Cc1cc(=O)oc2cc(OCC(=O)N3CCC(C(N)=O)CC3)ccc12,-5.1%,-1.5%,5.2%,0.5%,9.2%,
CCS(=O)(=O)N1CCC(C(=O)NCc2cc(OC)ccc2OC)CC1,-17.5%,-2.6%,-2.2%,0.1%,23.1%,
Cc1cccc(CCNC(=O)CN(C)S(=O)(=O)c2ccc3c(c2)c(=O)n(C)c(=O)n3C)c1,-19.3%,8.7%,-20.4%,1.9%,-4.5%,
CCCNC(=O)NC(=O)COC(=O)CNS(=O)(=O)/C=C/c1ccccc1,0.7%,8.1%,-4.1%,1.3%,5.0%,
CC(=O)C1=C(O)C(=O)N(c2cccnc2)C1c1ccc(Cl)cc1 (stereo unspecified),-7.1%,-3.3%,-8.7%,0.8%,-1.0%,
Fc1cccc(Cl)c1CNCc1ccccc1Cl,1.1%,-25.1%,?,0.4%,3.4%,
O=C(CCCn1cnc([N+](=O)[O-])n1)Nc1ccc(Cl)c(Cl)c1,-15.2%,-2.9%,43.2%,0.1%,-2.7%,
CCC(Sc1ncccn1)C(=O)Nc1cc(C)on1 (stereo unspecified),-2.0%,0.0%,9.3%,1.0%,1.1%,
Cc1ccccc1OCC(=O)Nc1ccc2c(c1)ncn2C,2.8%,-12.7%,-13.0%,1.8%,10.0%,
O=C1NC(=O)C(=Cc2ccc(Sc3ccccc3)o2)C(=O)N1,64.6%,5.4%,?,1.9%,-6.6%,
COc1ccccc1/C=C/c1nc(S(=O)(=O)c2ccccc2)c(N(C)C)o1,16.0%,-4.7%,10.1%,2.1%,0.8%,
Cc1ccc(-c2csc(NC(=O)c3cnccn3)n2)cc1C,?,2.4%,?,i,5.5%,
CC1C(=O)Nc2ccccc2N1C(=O)c1cccc(C(F)(F)F)c1 (stereo unspecified),1.6%,0.0%,-4.8%,0.3%,-11.0%,
COC(=O)c1ccccc1OC(=O)c1cc[n+]([O-])cc1,-5.3%,-4.5%,-11.3%,i,0.3%,
Cc1c(Cl)cccc1NC(=O)CSc1ccc(-c2cccnc2)nn1,2.3%,-13.0%,25.7%,8.4%,3.8%,
Nc1c(C(=O)N2CCOCC2)sc2nc3c(cc12)CCCC3,5.8%,-9.3%,3.5%,0.8%,12.7%,
C/C(=N\NC(=O)C1COc2ccccc2O1)c1cc2ccccc2o1 (stereo unspecified),1.2%,-8.5%,24.9%,0.6%,-1.4%,
CCOC(=O)C1=C[C@]2(CC)CCCN3CCc4c(n1c1ccccc41)[C@@H]32,59.5%,12.3%,16.2%,1.4%,-7.2%,
c1ccc(-n2ncc3c(N4CCCCC4)ncnc32)cc1,-3.3%,-5.8%,.,4.6%,-10.3%,
CCn1c2ccccc2c2nnc(SCC(=O)Nc3ncccn3)nc21,3.6%,-4.0%,-8.0%,2.7%,2.2%,
COc1cc(Cl)c(C)cc1NC(=O)COC(=O)c1ccc(CN2CCCC2=O)cc1,-6.9%,1.8%,10.4%,0.1%,.,
Cc1ccc(S(=O)(=O)Nc2ccc3c(c2)CC(=O)N([C@H](C)CO)C[C@H](C)[C@H](CN(C)Cc2ccc4c(c2)OCO4)O3)cc1,1.6%,5.6%,34.8%,0.9%,.,inhibitors of VEEV 10K pilot screen=0.4
COC(=O)C1=C(C)NC(=O)NC1c1cccc(OC)c1OCc1ccccc1 (stereo unspecified),-0.4%,-8.1%,19.7%,1.1%,-0.3%,
Cc1cc(C)c(C)c(OCc2nc(-c3cccnc3)no2)c1,-2.2%,6.9%,5.6%,2.8%,4.1%,

# Following part.
SMILES,M. tuberculosis HTS,H1N1 NS1A inhibition,tuberculosis growth,inhibitors of VEEV,Salmonella PhoP GFP,others
CN(CC(=O)Nc1cccc2c1CCCC2)S(=O)(=O)c1ccc(Br)cc1,-6.2%,-2.6%,2.5%,i,-8.6%,
S=c1[nH]ncn1NCc1cccc(Br)c1,-4.6%,.,-4.8%,i,-26.8%,
COc1ccc(C)cc1NC(=O)c1ccccc1NS(=O)(=O)c1ccc(Cl)s1,7.1%,-1.0%,53.5%,i,-4.3%,
CC(C)(C)c1cc(CCC(=O)NNC(=S)NC(=O)c2ccccc2)cc(C(C)(C)C)c1O,10.0%,1.0%,40.6%,13.1%,1.2%,
O=C(NCCc1ccc(Cl)cc1)c1ccc(Br)s1,9.4%,-8.1%,69.9%,6.3%,-4.0%,
CC(C)Oc1cccc(-c2cc(C(=O)NC(=S)N(C)c3ccccc3C(=O)O)c3ccccc3n2)c1,10.4%,0.9%,45.6%,5.2%,3.1%,
COc1ccc(N2CCN(S(=O)(=O)CCNC(=O)C(C)Oc3ccccc3)CC2)cc1 (stereo unspecified),-2.7%,-7.4%,14.4%,5.3%,4.0%,
Cc1nnc(SCC(=O)Nc2cc(S(=O)(=O)N3CCCC3)ccc2Cl)s1,-3.3%,-9.3%,11.7%,0.8%,23.4%,
CC(=O)c1sc2nc(-c3cccs3)ccc2c1N,3.8%,-12.0%,12.1%,1.5%,-15.8%,
COC(=O)C1=CO[C@@H](C)[C@@H]2CN3CC[C@@]4(C(=O)Nc5ccccc54)[C@@H]3C[C@H]12,-5.8%,5.3%,8.9%,i,-2.5%,
O=C(CCNC(=O)c1ccccc1Cl)NCc1ccncc1,-7.5%,2.9%,-19.7%,i,3.6%,
CCCCCc1nc2c(c(=O)c3ccccc3n2C)c(=O)n1C1CCCCCC1,30µM*,-6.6%,?,6.5%,-4.4%,
O=C(O)CSc1nc2c(c(=O)[nH]1)CCCC2,-0.6%,10.5%,7.5%,2.1%,-6.2%,
Cc1cn(C2CCC(CO)O2)c(=O)[nH]c1=O (stereo unspecified),7.3%,0.2%,-7.6%,0.2%,6.1%,
O=C(Cn1cc(C(=O)C(F)(F)F)c2cc(Br)ccc21)N1CCOCC1,3.1%,-14.7%,1.9%,i,3.4%,
Cc1cc(N(C)C)ccc1N=Nc1ccc2ncccc2c1,59.9%,9.44µM*,8.0%,0.9%,6.5%,
COc1cc(NC(=S)NCCCN2CCOCC2)c(OC)cc1Cl,-1.1%,7.7%,-7.0%,2.5%,-5.8%,
O=S(NCc1ccccc1)C12CC3CC(CC(C3)C1)C2 (stereo unspecified),-3.3%,-2.7%,39.4%,0.8%,-9.4%,
Cc1nc2ccccc2c2c1C(=O)N(c1cccc(C(=O)O)c1)C2=O,-6.1%,-17.1%,-7.9%,1.0%,-1.5%,
CCS(=O)(=O)N1CCC(C(=O)N2CCC3(CC2)OCCO3)CC1,-0.1%,-2.4%,-7.7%,1.2%,-11.7%,
COc1ccc(CNC(=O)COc2ccc(OC)cc2)cc1,9.6%,-7.8%,-13.4%,0.5%,-14.0%,
COc1ccc(C2CC(c3ccccc3Cl)Nc3ncnn32)cc1OC (stereo unspecified),1.4%,-3.0%,-0.4%,0.4%,0.5%,
COc1cc(/C=N/Nc2ccc([N+](=O)[O-])cn2)cc(OC)c1O,4.6%,3.6%,1.7%,1.1%,1.7%,
COc1ccc(Nc2c3c(nc4ccccc24)CCCC3)cc1OC,1.4%,11.8%,29.8%,i,-2.8%,
C#Cc1ccc(C(=O)Nc2cc(C(N)=O)ccc2N2CCOCC2)cc1,-8.9%,-3.9%,15.7%,2.4%,-5.0%,

# (further entries)
SMILES,M. tuberculosis HTS,H1N1 NS1A inhibition,tuberculosis growth,inhibitors of VEEV,Salmonella PhoP GFP,others
C=CCNC(=O)C1=NN(c2c(F)c(F)cc(F)c2F)C(=O)CC1,38.6%,18.3%,-17.7%,1.0%,-17.8%,
CCOC(=O)N1CCC(NC(=O)C2CCN(Cc3nc(-c4ccc(CC)cc4)oc3C)CC2)CC1,.,0.7%,.,1.1%,.,
COc1ccc(N(CN2C(=O)c3ccccc3C2=O)C(=O)C(C)C)cc1,-2.4%,-1.4%,.,2.1%,-3.8%,
CN(C)c1ccc(NC(=S)c2ccc3ccccc3n2)cc1,69.5%,5.3%,?,i,-37.4%,
O=C(CSc1nnnn1-c1ccccc1)Nc1ncc(Cc2cccc(Cl)c2Cl)s1,10.3%,-4.4%,2.3%,1.4%,-12.6%,
Cc1cc(C)nc(SC2CCCCC2NS(=O)(=O)c2ccc(Cl)cc2)n1 (stereo unspecified),2.0%,1.7%,33.9%,6.8%,0.2%,
Cc1cc(C)cc(OCc2ccc(C(=O)O)o2)c1,5.4%,-2.9%,17.7%,3.2%,4.9%,
CCN(CC)c1nc2ccccc2n2cnnc12,4.3%,3.9%,4.2%,1.1%,-15.8%,
Cc1ccc(Nc2nc(CSc3nnnn3-c3ccccc3)cc(=O)[nH]2)cc1,-9.0%,9.5%,48.9%,0.7%,-6.8%,
Cc1ccc(C(=O)/C=C/c2cn(CN3CCN(C)CC3)c3ccccc23)cc1,?,4.3%,64.8%,i,7.7%,
COC(=O)Cn1c(CCS(=O)(=O)c2ccc(Cl)cc2)nc2ccccc21,0.5%,-2.3%,54.6%,i,-0.9%,
O=C(c1cc2c(s1)-c1ccccc1OC2)N1CCC2(CC1)OCCO2,-4.4%,0.0%,13.5%,i,12.3%,
CCNC(=S)N(CCc1c(C)[nH]c2ccc(Cl)cc12)Cc1ccco1,15.0%,9.2%,26.0%,6.2%,3.5%,
CCOC(=O)c1nnn(-c2ccc([N+](=O)[O-])cc2[N+](=O)[O-])c1C,29.1%,-4.4%,62.4%,2.0%,-2.9%,
O=C(CSc1nc2ccccc2nc1N1CCCC1)Nc1ccc(F)cc1,-0.7%,3.0%,9.2%,0.9%,-3.5%,
COc1cc(C(=O)N2CCN(C/C=C/c3ccccc3)CC2)cc(OC)c1OC,-8.1%,1.4%,-6.3%,3.1%,2.3%,
COCCn1ccc2c(OCC(=O)NCc3ccccc3)cccc2c1=O,3.9%,-3.3%,4.9%,4.6%,3.7%,
COc1cc(NC(=O)CCc2nnc3ccc(N4CCCC4)nn23)cc(OC)c1OC,2.2%,0.6%,-2.4%,0.5%,5.0%,
